EBI2 block – EBI2 receptor antagonists, beta-arrestin recruitment, primary screen, cell-based, luminescence, 7a,25-OHC stimulation, uHTS | G-protein coupled receptor 183 (Homo sapiens), P32249 | inhibition, % at 5 µM | AID 651636, 2012 | 7a,25-OHC stimulated | 360,000 tested, 0.81% active; in the data active = inhibition above about 38%;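 note: enzyme fragment complementation signal reports receptor beta-arrestin coupling in cells; 0% = agonist plus DMSO wells and 100% = wells without agonist; some results beyond the cut were filed as inactive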
Target sequence (P32249 whole entry, looked up, the tested form may be a part): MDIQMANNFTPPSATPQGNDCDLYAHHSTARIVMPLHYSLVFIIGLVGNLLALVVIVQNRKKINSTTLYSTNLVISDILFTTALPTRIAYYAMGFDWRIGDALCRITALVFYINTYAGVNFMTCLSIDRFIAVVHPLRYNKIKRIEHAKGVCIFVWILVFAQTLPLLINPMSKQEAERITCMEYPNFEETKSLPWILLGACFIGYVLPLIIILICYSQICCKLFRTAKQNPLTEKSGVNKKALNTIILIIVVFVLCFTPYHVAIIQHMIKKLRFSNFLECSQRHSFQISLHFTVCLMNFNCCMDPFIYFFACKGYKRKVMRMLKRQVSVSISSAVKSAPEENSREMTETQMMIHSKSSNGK
CCR6 antag – CCR6 receptor antagonists, primary screen, cell-based, CHO-K1, luminescence, beta-arrestin, uHTS | CHO-K1 CCR6 PathHunter beta-arrestin, CCL20-stimulated | inhibition, % at 20 µM | 340,000 tested, 0.49% active | AID 493098, 2011;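 active = compounds whose inhibition of the agonist-driven luminescence signal at 20 µM reaches about 50%, limit read from the data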;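 note: cells stimulated with CCL20 at 14 nM final; plate controls were DMSO with CCL20 for no effect and DMSO without agonist for full effect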
Jurkat NFkB inh – inhibitors of induced NF-kB luciferase reporter, primary screen, TCR NF-kB activation inhibitor project, cell-based, luminescence, uHTS. 330,000 tested, 0.53% active. Jurkat, PMA/ionomycin-induced NF-kB luciferase reporter. inhibition, % at 4 µM; in the data active = inhibition above about 50%
APJ antagonist – antagonists of human apelin receptor APJ, primary screen, CHO-K1 cells, beta-arrestin complementation, luminescence; P35414; 330,000 tested, 0.32% active; inhibition, % at 20 µM; AID 2521, 2010;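 active = inhibition above about 40% at 20 µM, limit read from the data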;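 note: cells challenged with 10 nM apelin-13 agonist together with compound; plate controls were apelin-13 plus DMSO wells for no effect and DMSO wells lacking apelin-13 for full effect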
UBC13 polyUb – UBC13 polyubiquitin chain formation inhibitors, primary screen, biochemical, TR-FRET, uHTS; AID 485273, 2010; 330,000 tested, 0.47% active; inhibition, % at 20 µM; in the data active = inhibition above about 45%, passing the limit was not always enough
Target sequence (P61088 whole entry, looked up): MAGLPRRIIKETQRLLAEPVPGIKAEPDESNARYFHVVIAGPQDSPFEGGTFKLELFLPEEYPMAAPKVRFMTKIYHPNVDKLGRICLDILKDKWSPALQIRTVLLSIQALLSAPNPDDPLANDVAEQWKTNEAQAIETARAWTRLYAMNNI
Gli-Sufu block – Gli-Sufu pathway antagonists, primary screen, luciferase luminescence, Sufu-KO-LIGHT cells, uHTS; inhibition, % at 5 µM; AID 588413, 2011; Sufu-KO-LIGHT fibroblasts, Gli luciferase reporter luminescence; 340,000 tested, 0.74% active;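 active = inhibition above about 55%, limit read from the data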;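 note: 0% = DMSO-treated cells and 100% = wells with medium but no cells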
CXCR6 block – CXCR6 receptor inhibitors, primary screen, cell-based, beta-arrestin, luminescence, CHO-K1 PathHunter, 1536-well; inhibition, % at 20 µM; 360,000 tested, 0.36% active; in the data active = inhibition above about 34%, passing the limit was not always enough;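 note: antagonist mode with CXCL16 agonist at 10 nM final; 0% = 10 nM CXCL16 with DMSO and 100% = unstimulated wells without agonist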
Target sequence (O00574 whole entry, looked up): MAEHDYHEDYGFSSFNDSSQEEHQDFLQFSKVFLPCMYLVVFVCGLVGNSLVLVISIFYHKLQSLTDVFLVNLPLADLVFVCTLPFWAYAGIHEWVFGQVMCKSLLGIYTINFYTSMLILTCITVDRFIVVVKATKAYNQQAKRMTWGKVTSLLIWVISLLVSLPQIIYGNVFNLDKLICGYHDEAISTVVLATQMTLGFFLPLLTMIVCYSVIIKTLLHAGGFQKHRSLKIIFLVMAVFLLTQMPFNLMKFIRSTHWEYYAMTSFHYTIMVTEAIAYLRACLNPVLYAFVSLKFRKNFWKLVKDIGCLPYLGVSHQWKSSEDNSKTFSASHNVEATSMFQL
697 NFkB inh – inhibitors of PMA/ionomycin-induced NF-kB reporter, 697 cells, primary screen, B-cell NF-kB inhibitor project, cell-based, luminescence, uHTS; 330,000 tested, 0.33% active; AID 435022, 2010; 697 B-cell NF-kB luciferase reporter, 16 h; inhibition, % at 4 µM; in the data active = inhibition above about 35%
Starred values were filed as active, the others as inactive; nt = not tested or not shown. Outcome played no part in choosing rows; about 3% have a hit in one of these screens.

Molecule,EBI2 block,CCR6 antag,Jurkat NFkB inh,APJ antagonist,UBC13 polyUb,Gli-Sufu block,CXCR6 block,697 NFkB inh
COc1cccc(-c2nnn(CC(=O)Nc3cc(OC)c(NC(=O)c4ccco4)cc3OC)n2)c1,-10.3,-3.9,-0.2,3.1,0.6,6.6,-5.0,-7.3
COC(=O)N/N=C1\CCCc2c(C)cc(C)cc21,-4.8,0.1,3.4,-0.6,5.0,-7.6,-12.6,15.6
C/C(=N/n1cnnc1)c1cccnc1,17.4,-10.7,0.1,7.6,1.7,8.5,-7.9,16.7
COc1cc(NC(=O)CN2C(=O)NC(C)(CCC(C)C)C2=O)cc(OC)c1 (stereo unspecified),9.1,-2.0,-14.1,-31.8,2.0,-1.1,-11.9,-12.8
CC(Oc1ccc(Cl)cc1Cl)C(=O)NC1=NN(c2ccccc2)C(=O)C1 (stereo unspecified),3.6,14.1,-0.8,1.1,-22.7,0.2,-3.4,0.7
CC(C)N1C(=S)SC(C)(C)C1n1oc(=O)n(-c2ccc(Cl)c(Cl)c2)c1=O (stereo unspecified),-15.7,13.8,-22.5,-10.7,-3.7,-0.6,-4.9,-16.2
CC1CCCC(C)N1CCNC(=O)C1CCN(S(=O)(=O)N2CCCCC2)CC1 (stereo unspecified),-11.8,-20.0,-20.8,-8.0,6.2,3.0,-3.6,7.2
NS(=O)(=O)c1ccc(NN=C2CCN(Cc3ccccc3)CC2)c([N+](=O)[O-])c1,-4.1,4.3,1.4,-11.7,-20.1,5.6,-2.3,3.3
COc1cc2ncnc(NCc3cc(F)ccc3F)c2cc1OC,2.3,3.1,7.6,3.8,7.3,10.4,-5.0,18.0
CCOC(=O)N1CCN(CC(O)COCc2cc(OC)c(OC)c(OC)c2)CC1 (stereo unspecified),-12.1,18.6,-5.0,5.5,9.1,-1.1,4.5,16.2
O=C(C1CC1)N1CCc2cc(S(=O)(=O)N(CCO)Cc3ccccc3)ccc21,10.4,-13.7,-9.5,7.6,-5.0,-3.6,-6.8,-50.3
O=C(COc1ccc2ccccc2c1)NCCn1ccc2ccccc21,23.0,5.5,16.4,3.5,10.6,-22.5,-15.0,-9.2
CC(C)CC(=O)N1CCC(N(CCc2ccccc2)Cc2ccccc2)CC1,14.1,19.0,-5.3,-10.0,-4.4,19.2,18.4,-0.9
C/C(=C\c1ccccc1)C(=O)NC1CCSC1=O (stereo unspecified),-2.5,-0.1,3.6,-5.7,4.5,7.1,3.2,18.9
CC(C)C(OC(=O)CN1C(=O)COc2ccccc21)C(=O)NC1CCCCC1 (stereo unspecified),6.4,13.6,14.5,15.5,6.7,-13.9,6.7,10.7
Cn1cnnc1SCC(=O)Nc1cc(C(F)(F)F)ccc1N1CCOCC1,-6.3,10.2,10.7,3.6,0.2,-3.3,-1.2,18.9
O=C(CCn1c(=O)[nH]c2ccccc2c1=O)Nc1ccccc1,-7.3,11.3,-12.9,-11.0,-1.7,2.6,1.1,0.6
COC(=O)c1ccccc1NC(=O)NCc1ccncc1,-0.9,5.1,-14.8,-6.8,-12.5,-2.5,-3.9,-40.7
NC(=S)NC(c1ccccc1)c1ccncc1 (stereo unspecified),-7.1,12.8,-8.7,-9.3,3.2,-4.5,-6.7,1.3
O=C(CSc1nccn1-c1ccc(F)cc1)Nc1ccc2c(c1)OCO2,-3.5,12.8,10.9,11.5,-3.3,-63.7,-10.7,-0.9
Cc1ccc(-c2nn3nnnc3c3ccccc23)cc1,4.5,24.7,0.0,3.3,2.9,8.1,-7.6,-4.5
COc1ccc(OCCn2c(=O)sc3ccccc32)cc1,8.4,20.4,-38.8,5.9,18.8,-52.0,-0.7,-37.4
O=C(N/N=C/c1c(O)n(Cc2ccco2)c(=O)[nH]c1=O)c1ccccc1,-1.4,6.3,-5.8,20.8,-2.6,3.3,-2.1,-0.7
CC1CCC(NC(=O)COC(=O)c2n[nH]c(=O)c3ccccc23)CC1 (stereo unspecified),-7.4,14.8,10.9,-9.2,2.0,-0.4,2.7,33.2
CCN(CC)CCOC(=O)C1c2ccccc2Oc2ccccc21,-3.7,-7.5,5.4,26.8,0.1,-7.0,6.8,5.5
O=C(C1CCOCC1)N1CCCC(N2CCN(c3cccc(Cl)c3)CC2)C1 (stereo unspecified),-6.7,-4.1,-11.2,7.2,3.7,-29.6,-1.2,8.7
COc1cc(NS(=O)(=O)c2ccc(NC(=O)COc3ccc(C)cc3C)cc2)nc(OC)n1,-1.2,4.1,6.4,9.0,-5.9,5.7,13.6,8.3
CC(C)COC(=O)C1C2C=CC3(CN(C4CCCC4)C(=O)C13)O2 (stereo unspecified),7.4,9.1,4.0,19.0,1.0,-0.3,2.7,1.0
O=C(Cc1ccc(Br)cc1)Nc1ccccc1Sc1ccccc1,31.2,22.3,-5.5,-6.3,1.2,8.6,20.1,-15.6
CCOC(=O)C(Cc1ccccc1)NC(=O)CNC(=O)CNC(=O)OCc1ccccc1 (stereo unspecified),1.1,-0.8,-1.6,-2.9,1.4,1.4,-7.3,4.3
COc1cc(CNCc2ccccn2)ccc1OCc1ccc(Cl)cc1Cl,-8.5,8.1,-13.3,4.7,16.9,-3.4,-6.3,-55.5
CCOC(=O)CNC(=O)C(Cc1ccccc1)NS(=O)(=O)c1ccc2c(c1)CCC(=O)N2 (stereo unspecified),-4.3,9.2,7.5,14.0,7.2,3.2,-2.4,-1.5
Cn1cc(C(=O)N/N=C/C=C/c2ccccc2)ccc1=O,-15.3,5.2,-4.9,-11.3,-8.3,3.4,-0.8,10.9
COc1cccc(C2c3[nH]c4ccccc4c3C[C@H]3C(=O)N(c4ccccc4C(=O)N4CCCC4C(=O)O)C(=O)N23)c1 (stereo partly specified),-12.9,6.1,0.2,-68.9,-17.9,-5.8,-3.0,10.2
CCOC(=O)CSc1nnc2n1C(C)(C)Cc1ccccc1-2,6.1,1.4,7.1,10.9,-1.6,3.0,5.1,10.1
COc1ccc(NC(=O)C(=O)NCCN2CCN(C(=O)c3ccc(C(C)(C)C)cc3)CC2)cc1,0.7,-2.9,10.5,4.8,7.5,1.9,-4.0,7.4
Cc1ccc(-c2cc(C(=O)NCc3ccco3)c3ccccc3n2)s1,1.3,8.3,-6.1,-0.6,6.8,-3.4,5.1,2.0
COC(=O)Nc1ccc(Cn2cc(C(F)(F)F)ccc2=O)cc1,6.0,3.8,10.8,8.5,-1.4,-4.1,-12.2,-6.9
CC(=O)c1ccc(C(=O)N2CCC(n3nccc3NC(=O)C3CC3)CC2)cc1,-17.0,8.9,-1.2,12.2,3.1,-6.9,0.9,8.3
COc1ccc(CCNC(=O)CCCn2ncn3c(cc4occc43)c2=O)c(OC)c1,11.5,4.5,1.4,-3.1,3.3,2.0,-5.6,10.3
CCn1c(=O)n(CC(=O)Nc2cc(OC)c(OC)c(OC)c2)c(=O)c2ccccc21,0.5,0.7,1.6,13.4,7.4,4.4,1.1,18.7
Cc1cccc(C(=O)O/N=C/c2ccc(Br)cc2)c1,18.7,14.3,-7.9,0.5,-1.6,-4.6,-4.4,-55.5
O=C(COC(=O)/C=C/c1cccc(Cl)c1)Nc1ccccc1-c1ccccc1,nt,nt,13.5,8.0,3.1,nt,nt,-12.7
Cc1ccc(CN2CCN(CC(=O)NCc3ccccc3)CC2)cc1,8.7,10.5,4.5,2.6,0.0,9.1,-3.6,11.9
O=C(CC1CCCC1)NNC(=O)c1ccc(Br)cc1,33.7,-5.8,-21.7,-0.8,2.3,-7.4,1.6,2.4
Cc1csc(NC(=O)c2sccc2C)n1,-4.0,-1.5,-79.3,-3.6,0.5,-25.7,0.0,-107.1
O=C1CCN(Cc2ccccc2)S(=O)(=O)c2ccc(F)cc21,1.7,27.8,11.0,16.7,10.1,-2.1,17.7,9.4
O=C(NCCCN1CCOCC1)c1ccc(Cl)cc1[N+](=O)[O-],-11.6,2.5,7.6,-1.1,-2.7,2.7,9.2,0.8
Cc1ccc(S(=O)(=O)NC(=O)N2CCCC2)cc1,-3.6,7.1,nt,nt,nt,0.2,4.0,nt
O=C(NCCCN1CCOCC1)C1CC(=O)N(C2CCCCC2)C1 (stereo unspecified),3.6,0.2,9.4,11.0,0.2,2.8,-0.5,6.0

(more compounds)
Molecule,EBI2 block,CCR6 antag,Jurkat NFkB inh,APJ antagonist,UBC13 polyUb,Gli-Sufu block,CXCR6 block,697 NFkB inh
COc1ccc(Cc2n[nH]c(=S)o2)cc1,-4.3,6.7,1.7,6.3,-4.6,54.5,10.0,17.2
Cc1cc(C)n(C(=O)c2ccc(Cl)c(F)c2F)n1,-4.0,3.6,-2.7,1.4,3.8,-5.4,-3.4,5.4
CCN(CC)S(=O)(=O)c1ccc(Cl)c(NC(=O)COc2ccc(OC)cc2[N+](=O)[O-])c1,-0.6,6.9,9.4,-0.7,1.8,-7.1,3.6,25.0
CCOC(=O)c1sc(NC(=O)CSc2nnc(C(C)C)n2C)nc1C,-8.3,5.4,4.0,-11.1,2.6,-8.2,8.1,6.0
COCCCNC(=O)CN(CCc1ccccc1)S(=O)(=O)c1ccc(OC)cc1,-4.1,9.1,-9.2,-2.6,3.4,3.0,-1.7,12.9
Cc1ccc(NC(=O)CN(C)C(=O)C2CC(=O)N(Cc3ccccc3)C2)cc1 (stereo unspecified),-7.8,16.6,3.7,-10.9,-6.3,-20.8,-10.6,2.4
O=C(O)CSc1nnc(COc2cccc3cccnc23)n1-c1ccc(Cl)cc1,-14.5,-0.2,11.4,3.5,-11.2,-4.2,2.8,-15.7
O=C(CCn1cccc1)NCc1ccc2c(c1)OCO2,-7.1,15.1,5.7,4.8,-0.2,-13.1,-0.3,0.4
Cc1ccc(-c2nc(CS(=O)(=O)CC(=O)NCCCN3CCOCC3)c(C)o2)cc1,0.5,4.0,-8.9,20.8,-0.7,-11.7,0.6,-6.6
O=c1[nH]c(Nc2ccc(F)cc2)cc2ccccc12,-2.9,-7.7,9.5,-60.2,-17.9,-1.2,-13.7,18.4
Cn1cccc1C(=O)NC(=O)COC(=O)c1cc(S(=O)(=O)N2CCCCC2)ccc1Cl,-6.1,2.9,14.2,1.6,0.6,8.0,-3.4,22.5
CCN(Cc1cc(=O)oc2cc(C)ccc12)c1ccccc1,-1.4,25.6,15.2,-11.5,-2.0,1.4,5.2,-25.0
Cc1ccc2c(c1)N(CCC(=O)NCC1COc3ccccc3O1)C(=O)CO2 (stereo unspecified),-1.5,7.8,2.6,5.2,9.2,7.7,3.5,26.8
Cc1ccc(OCCCC(=O)Nc2cc(Cl)ccc2-n2cncn2)cc1,5.2,4.6,7.9,-2.7,-1.5,-3.5,-0.3,9.2
C#CCOCCOCCOCCNc1nc(N2CCOCC2)nc(N2CCN(C(=O)CCCCCCCCCCNC(=O)[C@@H](CCSC)n3cc(CCO)nn3)CC2)n1,-0.4,12.3,-2.9,2.8,0.9,3.7,-4.2,-22.2

Compound profiles, from the list above.
Shown for CCN(Cc1cc(=O)oc2cc(C)ccc12)c1ccccc1 = EBI2 block: -1.4; CCR6 antag: 25.6; Jurkat NFkB inh: 15.2; APJ antagonist: -11.5; UBC13 polyUb: -2.0; Gli-Sufu block: 1.4; CXCR6 block: 5.2; 697 NFkB inh: -25.0
Shown for O=C(CCn1cccc1)NCc1ccc2c(c1)OCO2 = EBI2 block: -7.1; CCR6 antag: 15.1; Jurkat NFkB inh: 5.7; APJ antagonist: 4.8; UBC13 polyUb: -0.2; Gli-Sufu block: -13.1; CXCR6 block: -0.3; 697 NFkB inh: 0.4

Compound activity (PubChem)
